Mito fusion yeast = mitochondrial division inhibition or fusion activation | hit rate 0.23% among 320,000 | S. cerevisiae fusion-defective mutant growth rescue, CellTiterGlo 48 h | Potency, µM (series often up to 46.1 µM), for inactives: top-dose growth rescue (activation), hits mostly activators;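 further: potency means the concentration at half of the fitted maximal effect; % of control where 0% means no effect; nearly all actives have a fitted effect of over 45% in size; temperature-sensitive fusion mutants such as fzo1-1 at 37 °C on non-fermentable ethanol glycerol medium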
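S. cerevisiae fusion-defective temperature-sensitive mutants (e.g. fzo1-1, mgm1-5) grown 48 h at 37C in YPEG (ethanol/glycerol non-fermentable) medium with 23 nl compound per well; growth rescue read as CellTiterGlo luminescence.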
MBNL1-CUG inh = blocks human MBNL1 binding to CUG repeat RNA | AID 2675 | Potency, µM (top dose mostly 57.5 µM), without a hit: at the highest dose activity change, negative = inhibition, actives largely listed as inhibitors | hit rate 0.036% among 280,000 | TR-FRET MBNL1-His/biotin-(CUG)12 binding, 665/545 ratio; active means well fitted inhibition curve with a large enough effect in the signal ratio, with a control signal flat, not every such curve was filed as active; inconclusive means small, poorly fitted or top-dose-only effect, or effect the other way, or a change in a side signal; inactive means no such curve, though single readings can be large or run the other way; the % refers to the signal ratio; further: potency means the concentration at half of the fitted maximal effect; on the % scale 0 is the no-effect control and ±100 the full control effect
Target sequence (Q9NR56 whole entry, looked up): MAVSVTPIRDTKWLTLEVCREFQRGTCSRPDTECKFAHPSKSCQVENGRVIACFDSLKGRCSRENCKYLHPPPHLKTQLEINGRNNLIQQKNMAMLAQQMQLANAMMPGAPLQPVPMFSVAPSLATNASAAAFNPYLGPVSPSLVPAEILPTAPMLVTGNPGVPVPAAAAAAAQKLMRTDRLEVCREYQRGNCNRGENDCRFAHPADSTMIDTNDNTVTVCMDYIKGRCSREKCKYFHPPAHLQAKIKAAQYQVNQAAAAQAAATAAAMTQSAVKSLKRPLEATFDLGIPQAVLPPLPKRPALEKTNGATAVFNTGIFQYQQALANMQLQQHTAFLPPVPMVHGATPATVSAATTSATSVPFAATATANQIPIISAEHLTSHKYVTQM
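Ratiometric TR-FRET (665 over 545 nm, excitation 340 nm) tracks disruption of MBNL1-His/biotin-(CUG)12 complex after 60 min at room temperature, with compounds at 92 nM to 58 uM final.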
Menin MLL FP TR = inhibitors of human menin-MLL interaction, mutant MLL peptide | O00255 | Menin + Texas Red MLL mutant peptide, fluorescence polarization | Potency, µM (top dose mostly 61.6 µM), for inactives: top-dose FP activity change, negative = inhibition, most hits filed as inhibitors | hit rate 0.23% among 270,000 | AID 1768; active means well fitted inhibition curve with a large enough effect in the polarisation, with a control signal flat, not every such curve was filed as active; inconclusive means small, poorly fitted or top-dose-only effect, or effect the other way, or a change in a side signal; inactive means no such curve, though single readings can be large or run the other way; the % refers to the polarisation; further: potency means the concentration at half of the fitted maximal effect; % of control where 0% means no effect; many of its hits are not listed in these tables
TSG101-PTAP inh = blocks PTAP/TSG101 interaction to inhibit HIV-1 budding. Q99816. Fluorescence polarization, FITC-PTAP peptide / Tsg101 binding. Potency, µM (series often up to 115 µM), for the others: at the highest dose activity change, negative = inhibition, actives largely listed as inhibitors. 340,000 tested, under 10 active. AID 493005; active means well fitted inhibition curve with a large enough effect in the main read-out, with a control signal flat, not every such curve was filed as active; inconclusive means small, poorly fitted or top-dose-only effect, or effect the other way, or a change in a side signal; inactive means no such curve, though single readings can be large or run the other way; further: potency means the concentration at half of the fitted maximal effect; % of control where 0% means no effect
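FP read-out: FITC-PTAP peptide, 50 nM final, binding Tsg101 binding domain, 10 uM final; 20 min, r.t.; 10 mM HEPES pH 7.5, 0.15 M NaCl, 0.01% Tween 20, 3 mM EDTA, 0.1 mM TCEP.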
A-T KAP1 phos = potential ataxia-telangiectasia treatments restoring KAP-1 phosphorylation; […] A-T fibroblasts, KAP-1 phosphorylation AlphaLISA; neocarzinostatin DNA damage 30 min before lysis; Potency, µM (top dose mostly 57.5 µM), inactives show top-dose activation, usual class: activators; hit rate 0.19% among 320,000; AID 485349; further: potency means the concentration at half of the fitted maximal effect; % of control where 0% means no effect; nearly all actives have a fitted effect of over 45% in size
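ATM-like activity read as KAP-1 phosphorylation via AlphaLISA donor/acceptor antibody pairs after lysis and 6 hr at 25C. Cells were ATM-null patient fibroblasts ([…], hTERT), dosed 60 min, then exposed to the DSB inducer NCS for 30 min.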
a7 integrin act = integrin-mediated muscular dystrophy alleviation activation. alpha7betagal myoblasts, beta-gal FDG fluorescence, 48 h. Potency, µM (top dose mostly 38.3 µM), for the others: at the top dose activation, most hits filed as activators. hit rate 0.064% among 350,000. AID 624291;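 further: potency means the concentration at half of the fitted maximal effect; 100% = response of the positive control SU9516; nearly all actives have a fitted effect of over 60% in size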
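Alpha7betagal+/- myoblasts (passage 13) were plated 16-24 hr, then exposed to compounds (1:260 dilution of DMSO stock) for 48 hours at 37C. After MPER lysis, β-galactosidase reporter activity was read as FDG fluorescence (ex 480/em 540) after 30 minutes.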
S-ASM inh = blocks human secretory acid sphingomyelinase | P17405 | placental ASM, HMU-PC fluorogenic substrate, 60 min | Potency, µM (top dose mostly 57.5 µM), for inactives: at the highest dose activity change, negative = inhibition, most hits filed as inhibitors | hit rate 0.006% among 340,000; further: potency means the concentration at half of the fitted maximal effect
Target sequence (P17405 47-631 limits assumed): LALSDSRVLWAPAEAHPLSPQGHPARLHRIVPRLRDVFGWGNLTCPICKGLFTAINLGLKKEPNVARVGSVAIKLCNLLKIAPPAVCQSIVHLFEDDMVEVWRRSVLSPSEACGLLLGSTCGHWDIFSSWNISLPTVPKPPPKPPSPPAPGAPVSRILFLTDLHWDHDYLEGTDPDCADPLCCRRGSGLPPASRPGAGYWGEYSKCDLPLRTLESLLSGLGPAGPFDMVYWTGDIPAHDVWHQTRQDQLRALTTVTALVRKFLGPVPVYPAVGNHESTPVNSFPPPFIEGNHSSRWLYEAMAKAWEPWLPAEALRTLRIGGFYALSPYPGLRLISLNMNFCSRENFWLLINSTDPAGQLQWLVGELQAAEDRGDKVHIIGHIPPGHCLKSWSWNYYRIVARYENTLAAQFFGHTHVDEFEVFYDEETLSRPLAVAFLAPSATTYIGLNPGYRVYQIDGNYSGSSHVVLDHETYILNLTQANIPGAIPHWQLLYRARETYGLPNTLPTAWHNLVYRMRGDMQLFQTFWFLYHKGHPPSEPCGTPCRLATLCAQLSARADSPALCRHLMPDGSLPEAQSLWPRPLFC
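Human placenta-derived ASM preincubated with compound 10 min at room temperature, then reacted with 9 uM (final) fluorogenic HMU-PC substrate for 60 min at 37 C. Stop solution raises pH to 10; fluorescence read at Ex 386/Em 447 nm.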
TCR activator = activators of T cell receptors | primary human leukocytes, anti-CD3, IL-2 HTRF, 48 h | Potency, µM (doses to about 9.22 µM), for the others: at the highest dose activation of IL-2 secretion, hits mostly activators | 330,000 tested, under 10 active | AID 504894; further: % of control where 0% means no effect
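IL-2 release read by HTRF sandwich (Eu cryptate donor, d2 acceptor, 665 nm emission) after 48 hr exposure of primary human leukocytes to compound together with anti-CD3 beads in the absence of co-stimulatory signals.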
TSHR antag = blocks TSH signaling through the human TSH receptor; AID 504810; P16473; activity change, negative = inhibition, % at 11.5 µM; hit rate 0.2% among 330,000; TSHR-expressing cells, TSH-stimulated cAMP HTRF, 2 h; active compounds read low;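 active means activity change below a set negative limit, meaning inhibition stronger than a set level, cut at about -70% in these data; inconclusive means activity change between two set negative limits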; further: on the % scale 0 is the no-effect control and ±100 the full control effect
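Read-out is FRET at 665 nm (cryptate excitation 337 nm) from a cryptate-tagged anti-cAMP antibody, competed by cell cAMP against cAMP-d2. Compounds are tested on freshly harvested TSHR cells challenged with 4nM TSH (EC80) for 2 hours at 37 deg C.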
MLL CXXC-DNA inh = MLL CXXC-DNA interaction inhibition; Q03164; MLL-CXXC / FITC-HOXA9 DNA fluorescence polarization; Potency, µM (highest dose often 115 µM), for inactives: at the highest dose activity change, negative = inhibition, actives largely listed as inhibitors; hit rate 0.037% among 290,000; AID 2662; active means well fitted inhibition curve with a large enough effect in the polarisation, with a control signal flat, not every such curve was filed as active; inconclusive means small, poorly fitted or top-dose-only effect, or effect the other way, or a change in a side signal; inactive means no such curve, though single readings can be large or run the other way; the % refers to the polarisation; further: potency means the concentration at half of the fitted maximal effect
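Purified MLL-CXXC (added from a 7 uM solution) was preincubated 5 min at ambient with pinned compounds in 50 mM Tris-HCl pH 7.5, 50 mM NaCl, 1 mM DTT, 0.05% BSA. Fluorescein-labeled HOX-A9 DNA (50 nM solution) followed, 30 min, then polarization read.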
The depositor's hits bear a star; ? = inconclusive; . = no result given; [ ] = another dose, or the depositor's remark. Unless noted, the call rests on the fitted dose curve; in most records, active means well fitted curve in the direction sought with a large enough effect; inconclusive means small, poorly fitted or top-dose-only effect, or another doubt; inactive means no such curve, though single readings can be large; an effect the other way counts as inactive or inconclusive. This is a subset. The share of hits here may be higher or lower than overall.

SMILES | Mito fusion yeast | MBNL1-CUG inh | Menin MLL FP TR | TSG101-PTAP inh | A-T KAP1 phos | a7 integrin act | S-ASM inh | TCR activator | TSHR antag | MLL CXXC-DNA inh
N#CC1=C(N)Oc2c(ccc3cccnc23)C1c1ccncc1 (centres undefined) | 1% | . | . | -2% | -4% | -7% | -1% | 0% | 4 | -5%
Cc1nnc(N=c2ssnc2Cl)o1 | -19% | . | . | -7% | 13% | 9% | -3% | 3% | -7 | .
C/C(=N\NC(=O)c1c([N+](=O)[O-])c(C)nn1C)c1ccc(NC(=O)C2CCCC2)cc1 | 1% | ? | . | 0% | 2% | -16% | -22% | 3% | -3 | 5%
CCCc1nc2c(c(=O)c3ccccc3n2C)c(=O)n1-c1ccc(F)cc1 | 21% | ? | -8% | -1% | -2% | -17% | -2% | 1%[46.1 µM] | -2 | 4%
O=C(CNC(=O)Cc1ccccc1)N=Nc1c(O)n(Cc2ccc3c(c2)OCO3)c2ccccc12 | -1% | 21% | 15% | -3% | -2% | -20% | -6% | 2%[46.1 µM] | -3 | 15%
COc1ccc(NC(=O)/C(C#N)=C/c2c(C)nn(-c3ccc(F)cc3)c2Cl)cc1OC | 13% | -14% | 5% | -4% | . | 16% | 0% | -3%[46.1 µM] | 1 | -4%
COC1=CC(=O)C=C(OC)C1(O)CC(C)=O | . | . | . | -2% | . | -8% | 0% | 6% | . | .
O=C(N/N=C/c1ccc2c(c1)OCO2)c1ccc2ccccc2n1 | -4% | ? | 14% | -6% | 1% | 1% | 6% | 12% | -9 | -13%
CCN1CCCC1CNC(=O)c1ccc2c(=O)n(CCOC)c(=O)[nH]c2c1 (centres undefined) | -3% | -1% | -1% | -3% | 1% | -5% | . | -3% | 1 | -1%
O=C(NCCN1CCNC1=O)C1CCC(=O)N(CCc2ccccc2)C1 (centres undefined) | -2% | 3% | 8% | . | 1% | -18% | -1% | 4% | 6 | 3%
Cc1cccc(NS(=O)(=O)c2ccc(C)c(C(=O)NCc3ccncc3)c2)c1 | -4% | . | . | 0% | 1% | 2% | 1% | 5% | 2 | .
N#CC(c1ccccc1)c1cnccn1 (centres undefined) | -3% | . | . | -2% | 19% | 5% | 6% | 3% | 8 | .
CC(C)(C)[C@H]1C=C(C(=O)O)O[C@@H](OCc2ccc(CO)cc2)C1 | . | . | . | -9% | . | 31% | 2% | -1% | . | .
Cc1cc(=O)oc2cc(OCC(=O)OC(C)C(=O)Nc3ccc(S(N)(=O)=O)cc3)ccc12 (centres undefined) | . | . | . | -1% | -3% | 12% | 70%[activator] | 3% | 0 | .
Cc1cccc(OCC2=N/C(=C\N(C)C)C(=O)O2)c1 | 5% | -7% | -6% | -2% | 8% | 11% | 2% | -2% | -10 | -10%
CCOC(=O)CCCCC(=O)c1[nH]c(=O)[nH]c1CSc1nc(C)cc(C)n1 | 0% | 32µM* | -3% | -5% | 10% | 3% | 1% | 0% | -4 | -4%
Cc1cccc(-n2cc(CNCCN3CCOC3=O)c(-c3cccc(F)c3)n2)c1 | -5% | -5% | -19% | -4% | 12% | -20% | 3% | 4% | -10 | -14%
CCN(CC(=O)Nc1c(F)cccc1F)C(=O)c1ccc(C2SCCS2)cc1 | 10% | . | . | -2% | -1% | -4% | . | 0% | 3 | .
Cc1cccc(-c2nc(CSCC(=O)N3CCN(Cc4ccc5c(c4)OCO5)CC3)c(C)o2)c1 | 22% | -5% | -25% | -2% | -7% | -37% | 2% | 3% | -16 | 0%
O=C(c1cn(-c2ccc(Cl)c(Cl)c2)nn1)C1CC1 | 1% | 2% | -18% | -1% | 5% | 1% | 2% | . | -11 | 0%
CCOCCCNC(=S)N1CCN(c2nc(-c3ccccc3)cs2)CC1 | 0% | 4% | ? | -6% | 3% | 0% | -6% | -1% | -18 | 6%
c1ccc2c(c1)CCN(C1CCCCC1)C2 | 2% | 5% | 0% | -6% | 9% | -11% | -3% | 3% | 2 | -2%
CCOC(=O)CNC(=O)c1cn(CC)c(=O)c2cc(OC)c(OC)cc12 | -10% | 3% | -23% | -6% | -4% | 11% | 5% | -5% | 1 | -1%
CC(=O)c1ccc(C(=O)Nc2sc3c(c2C(N)=O)CCN(Cc2ccccc2)C3)cc1 | -1% | . | 30%[activator] | . | -9% | . | . | . | -3 | .
Clc1cccc(Oc2cnc3ccccc3n2)c1 | 2% | 8% | 5% | -1% | 16% | -1% | -9% | -5% | -2 | -9%
CC(C)(C)NC(=O)Cn1cnc2cc([N+](=O)[O-])ccc2c1=O | -8% | ? | 0% | 1% | 0% | -19% | 7% | -39% | -1 | -3%
O=C(COC(=O)CCc1nc2ccccc2c(=O)[nH]1)Nc1ccc(N2CCOCC2)cc1 | -2% | 7% | . | -1% | -5% | -13% | 1% | 4% | -2 | 6%
O=C(Nc1ccc(C(=O)O)cc1)/C(=C\c1ccc2c(c1)OCO2)NC(=O)c1ccc(Br)cc1 | 1% | ? | 121%[activator] | -7% | 8% | 10% | -2% | 3% | 26 | -8%
Cc1ccc(C(=O)NNC(=O)C2CCN(Cc3ccc(Cl)c(Cl)c3)CC2)cc1 | 1% | 0% | 9% | -4% | -2% | 11% | 1% | -4% | -13 | 7%
N#Cc1sc(=O)[nH]c1Cl | . | . | -2% | -16% | . | 17% | 11% | -1% | . | .
CC1=C(C(=O)OC2CCCCC2)C(c2ccc(O)cc2)NC(=O)N1 (centres undefined) | -2% | 5% | 3% | -6% | 1% | -5% | -2% | -2% | 0 | -7%
C=CCN1CCN(C(CC(C)C)c2nnnn2CCOC)CC1 (centres undefined) | -3% | -5% | -13% | -4% | -5% | 17% | 2% | -2% | -1 | 4%
CC1Cc2ccccc2N1C(=O)COC(=O)c1cccc(Br)c1 (centres undefined) | 19% | . | . | -2% | 10% | -14% | -3% | 1% | -5 | .
CC(=O)c1ccc(OCc2cc(C(=O)N(C)Cc3nc4c(C)cccc4[nH]3)no2)cc1 | 0% | -7% | -8% | -2% | 13% | -7% | -2% | 5% | 4 | 4%
O=S1(=O)c2ccccc2N=NN1Cc1ccc(Cl)c(Cl)c1 | -3% | 8% | ? | . | . | . | . | . | . | 7%
Cc1ccnc(N2C(=O)c3ccccc3C2O)c1 (centres undefined) | -2% | 1% | -7% | 0% | 5% | 4% | 6% | 14% | 3 | -2%
Cc1ccc(CNC(=O)c2cnc(-c3ccccn3)nc2C(F)(F)F)cc1 | 2% | 5% | . | -1% | -3% | -4% | -3% | 1% | 0 | -4%
N/C(=N\N=C\c1ccc(O)cc1)c1nonc1N | 5% | ? | 10% | -5% | -3% | -19% | -2% | 5% | 11 | 12%
O=[N+]([O-])c1ccc(N2CCN(S(=O)(=O)c3ccccc3)CC2)cc1 | 1% | ? | 29% | -2% | -5% | -25% | -4% | 4% | -12 | 5%
CC1(C)CC(=O)c2c(O)cc(OCC(=O)N3CCN(c4ccc(F)cc4)CC3)cc2O1 | 12% | 3% | 1% | -2% | 5% | -22% | -1% | -4% | -2 | -2%
CCOc1cc(/C=C(\C#N)C(N)=O)ccc1OS(=O)(=O)c1ccccc1 | 2% | . | ? | -2% | 2% | 1% | 0% | 2%[46.1 µM] | -1 | -2%
O=C1Nc2cc(Cl)c(Cl)cc2N(O)N1c1cccc(Cl)c1 | 2% | -6% | ? | -6% | 1% | 12% | 10% | 0% | -1 | -17%
COc1ccc(N2CCN(C(c3nnnn3CCc3ccccc3)C(C)C)CC2)cc1 (centres undefined) | ? | -3% | -4% | -2% | 7% | -7% | -6% | 0% | ? | -1%
COc1ccccc1N1C(=O)S/C(=C\c2ccc(C)s2)C1=O | -2% | 6% | -2% | 18% | 1% | 13% | -1% | . | -8 | 37%[activator]
O=C(CN1CCN(C(=O)CCC(=O)N2CCC(c3ccccc3)=N2)CC1)Nc1ccc(F)cc1 | 2% | . | . | -6% | -6% | 3% | 3% | -5% | -3 | .
Cc1cnc2c(C(=O)O)cnn2c1 | -3% | -10% | 8% | -3% | -3% | 13% | 1% | 0% | 5 | -6%
C/C(=N\NC(=O)CSc1nc2ccccc2s1)c1ccco1 | 5% | -2% | -10% | 0% | -14% | 1% | -1% | 3%[46.1 µM] | 0 | 6%
O=C(CNC(=O)c1ccccc1Cl)N/N=C/c1ccc([N+](=O)[O-])s1 | 0% | ? | 0% | -8% | -2% | -6% | -12% | -2%[46.1 µM] | -5 | -1%
Cc1cc(=O)n2nc(N3CCCC3C(=O)Nc3ccc(C(C)C)cc3)sc2n1 (centres undefined) | 7% | 2% | -9% | -6% | 8% | 19% | 1% | 1% | -2 | .
